# mcGAS RapidFire = inhibitors of Mus musculus cyclic GMP-AMP synthase, initial high-throughput assay, cell-free, RapidFire MS. recombinant mouse cGAS, cGAMP by RapidFire MS. inhibition, % at 12.5 µM. 130,000 tested, 0.18% active. Q8C6L5;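 active = inhibition of cGAS enzyme activity at or above 60%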;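 also: enzyme stimulated by 45 bp dsDNA with ATP and GTP substrates; cGAMP share of summed cGAMP plus half ATP and half GTP signals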
# Target sequence (Q8C6L5 whole entry, looked up): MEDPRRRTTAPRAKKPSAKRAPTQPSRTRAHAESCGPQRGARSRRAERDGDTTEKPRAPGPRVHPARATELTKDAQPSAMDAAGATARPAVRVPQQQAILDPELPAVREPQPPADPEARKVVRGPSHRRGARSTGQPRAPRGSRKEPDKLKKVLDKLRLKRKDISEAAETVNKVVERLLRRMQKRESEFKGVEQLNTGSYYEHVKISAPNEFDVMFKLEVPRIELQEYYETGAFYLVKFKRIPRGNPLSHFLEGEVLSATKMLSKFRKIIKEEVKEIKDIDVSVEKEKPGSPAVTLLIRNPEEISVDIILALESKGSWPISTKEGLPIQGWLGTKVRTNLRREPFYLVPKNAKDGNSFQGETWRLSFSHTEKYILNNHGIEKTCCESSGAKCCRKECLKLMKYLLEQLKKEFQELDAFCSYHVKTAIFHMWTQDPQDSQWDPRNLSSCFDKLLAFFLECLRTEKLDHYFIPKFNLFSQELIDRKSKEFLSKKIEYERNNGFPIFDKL
# The depositor's hits bear a star; & = joins results of further samples. Some of the compounds tested (hit frequency here may not be typical).
mcGAS RapidFire | compound
-7.3 | COC(=O)c1cc(C(C)C)nc2c1c(-c1cccs1)nn2C1CCS(=O)(=O)C1 (configuration not stated)
-2.7 | C=CCSC1=C(C#N)C2(CCCCC2)C(C#N)C(N)=N1 (configuration not stated)
-2.0 | CN(CC1COc2ccccc2O1)c1ccc(S(C)(=O)=O)cc1S(C)(=O)=O (configuration not stated)
-2.7 | Cc1oc(C)c(C(=O)Nc2cccc(N3CCCC3=O)c2)c1C
-6.4 | O=C(NCC1COc2ccccc2C1)C1CC2CCC1C2 (configuration not stated)
4.6 | CCCC1=NN2C(=N)/C(=C/c3cccc([N+](=O)[O-])c3)C(=O)N=C2S1
-3.1 | O=c1c2cnc3ncnn3c2ccn1Nc1nc2ccccc2s1
-10.3 | Cc1sc(-c2c(C#N)c(N)nc3c2CCCC3)cc1[N+](=O)[O-]
-5.2 | O=C(c1cccc(-n2cnnn2)c1)N1CCCC(c2nnc(-c3ccccc3F)s2)C1 (configuration not stated)
-10.2 | O=C1c2ccccc2NC(C2CC2)N1Cc1cccnc1 (configuration not stated)
-9.6 | CCN(CC(=O)N1CCNC(=O)C1)C(C)c1ccc(C#N)cc1 (configuration not stated)
-11.7 | O=C1Nc2ccc(Cl)cc2[C@@](C#CC2CC2)(C(F)(F)F)O1
-13.9 | Cc1ccc(O)c(S(=O)(=O)N2CCCc3cc(F)c(F)cc32)c1
-0.3 | COc1cc(OC)nc(NN=C(c2ccccc2)c2ccccc2)n1
8.3 | CCCCN(C)C(=O)c1nc2ccccn2c1CN(CC)Cc1ccncc1
-9.8 | C=C(C)C(=O)Oc1cccc(N2C(=O)CCC2=O)c1
-3.6 | Cc1ccccc1CNC(=O)CN(c1cccc(F)c1)S(C)(=O)=O
4.6 | CN(C)[C@@H]1C[C@@H](CO)N(C(=O)NCCc2ccc(F)cc2)C1
-9.4 | Cc1cccc(C(=O)N[C@@H]2CC[C@@H](N)C2)c1O
-9.9 | O=C(CCc1cccc(F)c1)NC1CCOc2ccccc21 (configuration not stated)
-8.5 | CC1CCN(c2ncnc3c2nc2n3CCCCC2)CC1
-1.1 | COc1ccc(Cl)cc1CSC1=NCCCN1
-7.0 | COCCn1c(=O)c2c(ncn2Cc2ccc(OC)cc2)n(-c2cccc3ccccc23)c1=O
-19.0 | CN1CCC=C(C2CCCCN2C(=O)c2cc3ccccc3s2)C1 (configuration not stated)
-7.7 | N#Cc1sc(-c2cccc(Cl)c2)cc1N
-11.4 | CNC(=O)Cc1nc(CS(=O)(=O)C2CCCc3ccccc32)cs1 (configuration not stated)
-5.3 | O=C(c1cc2ccccc2oc1=O)n1cnc2ccccc21
8.8 | Cc1nc(-c2ccccc2)sc1C(=O)NNS(=O)(=O)c1ccccc1C(F)(F)F
11.1 | O=C(C=C(C1CC1)C1CC1)Nc1cccc(OCCn2cncn2)c1
-6.2 | Cc1nc(-n2nc(-c3ccco3)cc2NC(=O)c2cccs2)[nH]c(=O)c1C
-16.8 | CC(c1ccccn1)N(C)Cc1cc(F)ccc1-n1cccn1 (configuration not stated)
-4.8 | O=C(COc1ccc(Cl)cc1)OCc1cc(-c2ccccc2F)on1
-0.1 | O=C1CCCC(=O)C1=C1SCCCCS1
-7.7 | Cc1csc(=O)n1CCOc1ccc(S(=O)(=O)c2ccccc2)cc1
-9.7 | COc1c(C)cc(C(=O)N2CCCC(N3CCC(CO)CC3)C2)cc1C (configuration not stated)
0.7 | CC(OC(=O)c1cc2c(s1)CCC2)C(=O)Nc1ccc(F)cc1Cl (configuration not stated)

# An excerpt from above in order of SMILES length, rising.
mcGAS RapidFire | compound
-5.3 | O=C(c1cc2ccccc2oc1=O)n1cnc2ccccc21
8.3 | CCCCN(C)C(=O)c1nc2ccccn2c1CN(CC)Cc1ccncc1
-9.7 | COc1c(C)cc(C(=O)N2CCCC(N3CCC(CO)CC3)C2)cc1C (configuration not stated)

# (cont.)
mcGAS RapidFire | compound
-3.1 | CCCCN(C)C(=O)c1sc(=O)n(Cc2cc(OC)ccc2Br)c1C
-5.0 | O=C(NCc1n[nH]c2c1CCCCC2)c1cn(Cc2ccccc2Cl)nn1
-3.8 | O=C1CN(CC(=O)N2CCN(Cc3ccco3)CC2)CCN1
0.9 | CCOc1ccc(NC(=NS(=O)(=O)c2ccc(C)cc2)Nc2nc(C)cc(C)n2)cc1
-7.3 | COCCCn1c(CN(C)Cc2nc3ccc(Cl)cc3[nH]2)cnc1S(C)(=O)=O
-7.5 | COc1ccc(CN(C(C)=O)C2CC(=O)N(c3ccc(Cl)cc3)C2=O)cc1 (configuration not stated)
-3.8 | CC(=O)Oc1c(-c2ccc(N)cc2)c(C(C)C)nn1-c1cccc(C)c1
-8.0 | CCOC(=O)c1sc(N)c(C(=O)OCC)c1C
-12.6 | Cc1ccccc1C(C)NC(=O)Cc1c(C)noc1C (configuration not stated)
-4.3 | NC(=O)CCN(CCN1C(=O)c2ccccc2C1=O)Cc1ccccc1
-3.2 | CSc1ccc(CN2CCC2(C)C(=O)NCc2ccc3c(c2)OCO3)cc1 (configuration not stated)
-3.5 | O=C(NCc1ccc2ccccc2c1-c1ccccc1)c1cccnc1Oc1ccc(Cl)cc1

# An excerpt of these results, in CSV form.
smiles,mcGAS RapidFire
CCOC(=O)c1sc(N)c(C(=O)OCC)c1C,-8.0
O=C(NCc1n[nH]c2c1CCCCC2)c1cn(Cc2ccccc2Cl)nn1,-5.0
COc1ccc(CN(C(C)=O)C2CC(=O)N(c3ccc(Cl)cc3)C2=O)cc1 (configuration not stated),-7.5
Cc1ccccc1C(C)NC(=O)Cc1c(C)noc1C (configuration not stated),-12.6
CCOc1ccc(NC(=NS(=O)(=O)c2ccc(C)cc2)Nc2nc(C)cc(C)n2)cc1,0.9
O=C(NCc1ccc2ccccc2c1-c1ccccc1)c1cccnc1Oc1ccc(Cl)cc1,-3.5
COCCCn1c(CN(C)Cc2nc3ccc(Cl)cc3[nH]2)cnc1S(C)(=O)=O,-7.3

# Going on with the list.
mcGAS RapidFire | compound
-0.5 | COc1cc(C=C(C#N)S(C)(=O)=O)cc(Cl)c1OC(F)F
46.6 | O=S(=O)(CCN1CCOCC1)OCC(F)(F)C(F)F
6.2 | CCc1nn2c(ncc3c(=O)n(-c4n[nH]c(C)n4)ccc32)c1-c1ccccc1
-15.1 | COC(=O)c1c(NC(=O)CN2CCCCC2)sc2c1CCC2
-43.3 | Cc1ccoc1C(=O)NCC1CCN(Cc2cnn(C(C)C)c2)C1 (configuration not stated)
-3.3 | COc1ccc(C)cc1C(C)NC(=O)CCn1ncc(=O)c2ccccc21 (configuration not stated)
-8.9 | COc1cc(C(=O)n2nc(C)c(Sc3ccccc3)c2C)cc(OC)c1OC
-3.0 | Cc1ccc(C2=CCN(C(=O)c3cc(S(N)(=O)=O)ccc3C)CC2)cc1
4.8 | CC(C)C(NC(=O)c1ccccc1)C(=O)N(C)CCCC(=O)O (configuration not stated)
-4.5 | O=C(COC(=O)C1CC1c1ccccc1F)NCC1Cc2ccccc2O1 (configuration not stated)
-5.4 | O=C(NC1CCN2CCCCC12)N1CCCC1c1cccs1 (configuration not stated)
-4.9 | CC(C)N1CCN(CCn2cnc(-c3ccccc3)c2-c2ccsc2)CC1
-11.5 | Cc1ccc2c(CC(=O)NCC3CCC4(CCN(Cc5ccccc5)CC4)O3)cc(=O)oc2c1 (configuration not stated)
5.3 | O=CNc1ccccc1Oc1c(F)c(F)c(F)c(F)c1F
-5.3 | Cc1ccc(CCC(=O)N2CCC(C(=O)Nc3ccc4c(c3)OCO4)CC2)c(C)c1
-10.6 | Cc1cccc(CS(=O)CC(=O)N2CCC(c3ccccc3)=N2)c1 (configuration not stated)
-15.3 | CC(C)(C)CC(=O)Nc1nc2c(s1)C(=O)CC(C)(C)C2
-11.1 | c1nncn1N=C1CCCCCC1
-11.1 | Cc1sc2ncnc(SC(C)C#N)c2c1C (configuration not stated)
6.9 | Cn1ccc2c(-c3cc(C(N)=O)ccn3)ccnc21
-30.4 | COc1cc(=O)n(-c2ccccc2C)nc1C(=O)Nc1ccc(N(C)C)cc1
0.6 | CCOC(=O)N1CCN(C2CCCN(C(=O)CCN3CCCO3)C2)CC1 (configuration not stated)
-14.3 | Cc1ccc2nc(CNc3nccc(CCC(F)(F)F)n3)cn2c1
-0.2 | Cc1cccc(NC(=O)N2CCN(C(=O)N3CCCCC3)CC2)c1
-3.1 | O=C(/C=C/c1cccc(Cl)c1)N1CCCS1(=O)=O
-1.9 | CSCCCN1CC[C@H](O)C[C@@H]1C(=O)O
-5.3 | Cc1cc2ncn(CC3CCN(Cc4ccccn4)CC3)c2cc1C
20.5 | Cc1ccc2nc(C)c(NC(=O)c3ccccc3Br)c(=O)n2c1
-3.1 | CN=c1scc(-c2cc(OC)c(OC)c(OC)c2)n1N=Cc1cc(OC)c(OC)c(OC)c1
-16.2 | Cc1nccn1CCC(=O)NC(C)c1ccc2c(c1)CCCC2 (configuration not stated)
-8.4 | CC(=O)NCC1=CCCN(Cc2nccn2C(C)C)C1
-2.8 | C1CCc2c(sc3nc(N4CCOCC4)nc(N4CCOCC4)c23)C1
-14.8 | O=C(NCCN1CCCC1)c1cnn(-c2ccccc2F)c1
8.8 | NC1=NC(c2ccc(Br)s2)n2c(nc3ccccc32)N1 (configuration not stated)
-7.1 | CN1CCN(C(=O)CCCn2nnnc2CN2CCOCC2)CC1c1ccccc1 (configuration not stated)
-22.7 | CCOc1nn(CC)cc1C(=O)Nc1nccs1
-4.2 | COc1ccc(CCN(C)c2cc(C(=O)NCc3ccco3)c3ccccc3n2)cc1OC
-6.8 | O=C(CN1CCCCCC1)Nc1cc2[nH]c(=O)[nH]c2cc1Br
-11.2&1.6 | NS(=O)(=O)c1cc2c(cc1C(F)(F)F)NCNS2(=O)=O
1.5 | COCC(=O)NCCn1nc(-c2cccnc2)ccc1=O
1.3 | COc1cc(I)c(C(=O)NC(C)C)cc1OC
-3.7 | Cc1nn(C)cc1CNC(=O)C(c1ccccc1)c1ccccc1
-1.0 | COc1ccc(-c2cc(COC(=O)Cc3ccc(F)cc3)no2)cc1OC
-28.0 | CN(C)CCNc1nc2c(Cl)cccc2s1
-29.0 | O=C(CSc1nc2c(cnn2CCO)c(=O)[nH]1)Nc1nc2ccccc2s1
-9.8 | CCn1c(C)cc(O)c(C(c2ccccc2F)N2CCN(C)CC2)c1=O (configuration not stated)
-0.1 | CC(C)c1noc(C(C)n2nnc(-c3ccc(Cl)cc3)n2)n1 (configuration not stated)
-12.2 | CC1(C)CC2CC(C)(CN2C(=S)NC(=O)c2cccs2)C1 (configuration not stated)
-0.2 | CCCN(CCc1cccc(F)c1)C(=O)c1cscn1
2.8 | CCOC(=O)c1c(C)[nH]c(C(=O)COC(=O)C23CC4CC(CC(NC(C)=O)(C4)C2)C3)c1C
4.8 | Cc1ccc(C)c(S(=O)(=O)NCc2ccc3c(c2)OCO3)c1
-5.4 | CNC(=O)NC(=O)C(C)NC(C)c1cc(C)ccc1C (configuration not stated)
-9.9&-5.7 | Cc1cc(-c2nnn(CC3(O)CCCCC3)n2)ccc1F
-2.9 | CC(C)n1nccc1NC(=O)c1cc(-c2ccc(Cl)cc2)on1
-9.7 | Cc1ccc(NS(=O)(=O)c2ccccc2C(F)(F)F)cc1C
-3.4 | O=C(NCC1CC1)c1cnc(N2CCN(Cc3ccccc3)C2=O)o1
-6.8 | COC(=O)c1cccc(C(=O)N2CCCC(C(=O)c3cccc4ccccc34)C2)c1 (configuration not stated)
-2.3 | Cc1ccc2oc(C(=O)NCC3CCCCN3)cc2c1 (configuration not stated)
2.1 | CC(C)(C)c1ccc(C(=O)n2cnnc2N)cc1
2.3 | c1nnc2c3c4c(sc3ncn12)CCC4

# More results follow.
mcGAS RapidFire | compound
-14.2 | Cc1c2c(nc3ccccc13)-c1ccccc1OC2
-2.5 | CNS(=O)(=O)c1ccc(C(=O)Nc2ccc(C)c(C)c2)o1
11.1 | COc1cccc2ccc(CN3CCN(c4nc5ccccc5s4)CC3)nc12
-3.5 | Cc1nn2c3cc(N4CCCC4)ccc3nc2c2ccccc12
-1.9 | Cc1ccccc1C(c1ncccc1C)N(C)C(=O)C1CCN(Cc2ccc(Cl)c(Cl)c2)CC1 (configuration not stated)
-1.3&7.2 | COc1cccc(NC(=O)CCC2CCN(C(=O)CCN3CCCO3)CC2)c1
-12.2 | Cc1ccc(SC2(CN)CCCC2)cc1
-5.7 | CCOc1ccc(C2=C(C(C)=O)Sc3nnc(C)n3N2C(C)=O)cc1
3.6 | NC1=NC(c2cccc(O)c2)n2c(nc3ccccc32)N1 (configuration not stated)
-8.1 | Cc1nc2sccn2c1C(=O)N1CCc2onc(-c3cccc(F)c3)c2C1
0.9 | N=C(N)SCCCCC(=O)O
-7.8 | CCn1c(SC2CCCCNC2=O)nc2cc(S(=O)(=O)N3CCOCC3)ccc21 (configuration not stated)
-4.9 | CC(NC(=O)CSc1ncn[nH]1)c1ccccc1Br (configuration not stated)
-9.2 | CC(NC(=O)c1sc(-c2ccccc2)nc1-c1ccccc1)C1CCCO1 (configuration not stated)
5.0 | O=[N+]([O-])c1ccc2c(c1)CCCN2
-2.1 | Cc1ccc(NC(=O)CSc2nc(=O)n3cc(Cl)ccc3n2)c(C)c1
8.7 | COc1ccc(Br)cc1S(=O)(=O)N(C1CCCC1)C1CCCC1
-49.7 | CCOC(=O)N1CCC(NCCS(=O)(=O)N(C)C)CC1
7.4 | Fc1ccccc1-c1noc2c1CN(Cc1ccc(-n3cccn3)cc1)CC2
-3.1 | O=C(NCCCNC(=O)C1Cc2cc(Cl)ccc2O1)c1cccs1 (configuration not stated)
-2.3&-1.8 | COc1cc(C(=O)NCc2ccc(OCCN(C)C)cc2)cc(OC)c1OC
-6.7 | CCOC(=O)N1CCN(Cc2nc3c(c(=O)n(C)c(=O)n3C)n2C(C)C)CC1
-17.5 | Cn1cnc2c1c(=O)n(CCNCCCO)c(=O)n2C
2.9 | O=C(CSc1nnc(NC2CC2)s1)NN1C(=O)NC2(CCCCC2)C1=O
-0.5 | O=C(NCc1ccco1)c1cc(S(=O)(=O)NCc2ccco2)c[nH]1
-5.1 | C=C(C)CNC(=S)NNc1ncnc2sccc12

# 3 entries drawn at random from the list so far:
mcGAS RapidFire | compound
-5.1 | C=C(C)CNC(=S)NNc1ncnc2sccc12
-9.2 | CC(NC(=O)c1sc(-c2ccccc2)nc1-c1ccccc1)C1CCCO1 (configuration not stated)
-0.5 | O=C(NCc1ccco1)c1cc(S(=O)(=O)NCc2ccco2)c[nH]1

# From PubChem
